Kir21 block – inhibitors of mouse Kir2.1 inward-rectifier potassium channel | B-score at 10 µM | HEK293-Kir2.1, FluxOR thallium flux fluorescence; hits give low values | AID 1672, 2009 | hit rate 0.85% among 310,000 | Inward rectifier potassium channel 2 (Mus musculus), P35561;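 active = fluorescence ratio B-score at or below minus 3 SD of library scores, with starting-brightness B-score within 2 SD, cut at about -4.2 in these data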;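 note: channel flux triggered by added potassium and thallium sulfate stimulus; B-score of peak minus minimum fluorescence over baseline after thallium stimulus; more negative B-score means stronger Kir2.1 block with less thallium influx; some compounds called inactive have numbers as strong as hits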
STK33 kinase inh – inhibitors of purified STK33 kinase, primary screen, biochemical, ADP-Glo luminescence, homogeneous, cell-free | Serine/threonine-protein kinase 33 (Homo sapiens), Q9BYT3 | inhibition, % at 10 µM | MBP phosphorylation | hit rate 0.073% among 320,000;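 active = inhibition at or above 25%, using the most active replicate where run in duplicate; inactive = inhibition below 25%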
KCNQ2 block – KCNQ2 potassium channel inhibitors, primary screen, cell-based, CHO-K1, FluxOR thallium flux, B-score (AID 2156). B-score at 10 µM. Potassium voltage-gated channel subfamily KQT member 2 (Rattus norvegicus), O88943. hit rate 1.1% among 310,000. 20 min; hits give low values;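 active = fluorescence ratio B-score at most minus 3 library SDs, with starting brightness B-score within 2 library SDs, cut at about -5.5 in these data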
Target sequence (O88943 whole entry, looked up): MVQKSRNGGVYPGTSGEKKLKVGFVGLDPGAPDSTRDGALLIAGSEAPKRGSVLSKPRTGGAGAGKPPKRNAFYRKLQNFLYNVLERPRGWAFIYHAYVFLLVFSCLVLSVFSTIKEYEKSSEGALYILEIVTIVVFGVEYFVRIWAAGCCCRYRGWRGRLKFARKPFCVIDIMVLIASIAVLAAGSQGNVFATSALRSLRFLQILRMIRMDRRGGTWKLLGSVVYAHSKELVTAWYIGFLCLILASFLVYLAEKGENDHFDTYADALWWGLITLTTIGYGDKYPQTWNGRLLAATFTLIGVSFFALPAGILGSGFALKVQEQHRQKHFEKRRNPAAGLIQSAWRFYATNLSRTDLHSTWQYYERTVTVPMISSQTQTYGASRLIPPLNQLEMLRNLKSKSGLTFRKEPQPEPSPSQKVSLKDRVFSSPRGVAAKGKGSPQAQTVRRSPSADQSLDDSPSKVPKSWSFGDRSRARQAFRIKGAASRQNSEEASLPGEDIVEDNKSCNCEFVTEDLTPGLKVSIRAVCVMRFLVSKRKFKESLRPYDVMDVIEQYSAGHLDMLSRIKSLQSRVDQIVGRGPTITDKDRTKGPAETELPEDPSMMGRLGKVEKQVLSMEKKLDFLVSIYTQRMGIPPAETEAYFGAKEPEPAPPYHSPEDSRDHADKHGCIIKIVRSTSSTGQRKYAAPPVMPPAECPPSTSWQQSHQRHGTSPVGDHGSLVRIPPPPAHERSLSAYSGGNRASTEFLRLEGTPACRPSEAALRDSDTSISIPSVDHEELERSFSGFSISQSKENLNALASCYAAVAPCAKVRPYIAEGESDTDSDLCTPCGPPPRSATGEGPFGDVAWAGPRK
* hit, by the source's call; i = inactive; . = no result given. Not a hit list. Share with any hit: about 1.9%.

SMILES | Kir21 block | STK33 kinase inh | KCNQ2 block
CC(Sc1ccc(Cl)cc1)C(=O)Nc1ccccc1-c1ccccc1 (stereo not given) | -2.3 | -0.4 | i
O=C(NCc1cccnc1)Nc1ccc(Br)cc1 | 0.21 | 0.8 | i
Cc1cc(C)n(CC(O)COc2cccc(OCC(O)Cn3nc(C)cc3C)c2)n1 (stereo not given) | -0.93 | -1.4 | i
CCOCCCNC(=O)c1cc2c(=O)[nH]c3ccccc3c2s1 | -1.1 | -0.4 | i
CCCCn1c(SCC(=O)NCCOC)nc2ccc(N3CCOCC3)cc2c1=O | 0.55 | -1.7 | i
COc1cccc(C2CC(C(F)(F)F)n3ncc(C(=O)O)c3N2)c1 (stereo not given) | 0.88 | -0.9 | i
O=C(O)c1ccccc1-n1ncc2c1/C(=C/c1ccc(Cl)cc1)CC2 | 0.74 | -1.4 | i
COc1ccc(/C=C/C(=O)NCc2ccccn2)cc1 | 1.1 | -0.5 | i
O=C(CN1C2=NCCN2c2ccccc21)C12CC3CC(CC(C3)C1)C2 | 0.59 | 0.1 | i
COc1ccc(NC(=O)CSc2nnc(-c3ccccn3)n2Cc2ccco2)cc1OC | -0.16 | -0.7 | i
CCOC(=O)c1c(NC(=O)Cn2nc(C(=O)O)c3ccccc3c2=O)sc(CC)c1C | -0.62 | -0.9 | i
Cc1ccc(N2C(=O)c3ccc(N)cc3C2=O)cc1 | -1.4 | . | i
CC(=O)Nc1ccc(C2(O)COc3ccccc3O2)cc1 (stereo not given) | 1.4 | -0.6 | i
CNc1nnc(-c2ccc(OC)cc2)s1 | 1.3 | 0.3 | i
COc1ccc(C(=O)COC(=O)CCNS(=O)(=O)c2ccccc2)c(OC)c1 | 0.22 | -0.3 | i
COc1ccccc1N1CCN(c2ncnc3nc[nH]c23)CC1 | 0.39 | 3.5 | i
O=C(COC(=O)c1cccnc1Cl)NCc1cccs1 | 2.7 | -0.8 | i
CCN(CC(=O)NCc1cccs1)C(=O)/C=C/c1cccc(Cl)c1Cl | -0.1 | -0.9 | i
NC(=O)C1(N2CCCCC2)CCN(CC(=O)Nc2cc(Cl)ccc2Cl)CC1 | -0.41 | . | i
CC(Nc1oc(-c2ccco2)nc1C#N)c1ccccc1 (stereo not given) | 0.06 | 0.1 | i
O=C(c1cc(Cl)ccc1Cl)N1CCN(c2ccccn2)CC1 | -1.5 | 0.2 | i
O=C(c1ccc(CS(=O)c2ccccc2Cl)o1)N1CCN(c2ccccc2)CC1 (stereo not given) | 1.3 | -1.3 | i
CCCOc1ccc(N2C(=O)CC(SCCc3nc4ccccc4[nH]3)C2=O)cc1 (stereo not given) | 0.04 | 3.9 | i
CCC(C(=O)NCc1cccs1)n1nc(C)n2c(cc3occc32)c1=O (stereo not given) | -0.8 | -1.2 | i
CCOc1cccc(C(=O)Nc2ccc(N3CCCC3)cc2)c1 | 0.02 | 0.4 | i

The list goes on:
SMILES | Kir21 block | STK33 kinase inh | KCNQ2 block
Cc1ccc(-n2nc3ccc(N)cc3n2)c(C)c1 | 0.02 | 0.6 | i
CSc1ncc(C(=O)Nc2ccccc2F)c(-c2ccccc2)n1 | 1.7 | 0.0 | i
COc1cccc(N2C(=O)CC(N3CCN(C(=O)c4ccco4)CC3)C2=O)c1 (stereo not given) | -0.01 | -1.1 | i
Cc1ccccc1CSCCNC(=O)COc1ccc(Cl)cc1 | -3.1 | -0.3 | -8.6*
CCCCn1nc(NC(=O)CC(C)C)c2cc3cc(OC)ccc3nc21 | 1.1 | -2.6 | i
COc1ccccc1NC(=O)Nc1ccc2c(c1)nnn2C | 2 | -0.3 | i
COC(=O)c1ccc(NC(=S)N2CCC(C(N)=O)CC2)cc1 | -0.33 | -0.4 | i
COc1cccc(Cn2nnc(C(=O)Nc3cc(C)ccc3OC)c2N)c1 | -0.66 | -1.9 | i
C=CCN(CC=C)CCOc1cccc(Oc2ccccc2)c1 | 0.91 | -0.7 | i
O=C(Oc1cccc(N2C(=O)CCC2=O)c1)C1CC(=O)N(c2ccc(F)cc2)C1 (stereo not given) | -0.54 | 2.3 | i
Cc1ccc(SCCNC(=O)c2ccccc2)cc1 | 1.8 | 1.0 | i
CCn1c(C)c(C)c2cc(C(=O)N3CCc4ccccc4C3)ccc21 | 0.78 | 1.4 | -6*
O=c1c2c3c(sc2nc2n1CCCCC2)CCC3 | 1 | -0.9 | i
Cn1nc(Oc2ncc(C(F)(F)F)cc2Cl)cc1C(F)(F)F | 1.3 | -0.8 | i
Cc1nc2ccc(S(=O)(=O)Nc3ccccc3C)cc2s1 | 0.28 | -0.4 | i
CCOC(=O)C1CCN(C(=O)Cn2nc(CC)n3cccc3c2=O)CC1 | 0.05 | -0.5 | i
COc1ccccc1N1CCN(C(=O)CSc2nc(-c3ccccc3)cc(=O)[nH]2)CC1 | 1.5 | -1.9 | i
O=C1/C(=C/c2cccnc2)Oc2cc(OS(=O)(=O)c3ccc(F)cc3)ccc21 | -0.11 | -0.4 | i
COc1cc(SC)ccc1C(=O)OCC(=O)N1CCN(C(C)=O)CC1 | -2.8 | -0.4 | i
CNC(=S)NNC(=O)c1sccc1OCc1ccc(C)cc1 | 0.61 | -0.1 | i
O=C(NNc1cccc(Cl)n1)Nc1cccc(C(F)(F)F)c1 | 0 | 0.3 | i
CC12COC3(C(=O)Nc4ccc5ccccc5c4)CC1CCC32C (stereo not given) | 0.6 | -0.6 | i
CN1CCC(N(C)C(=O)COc2ccc(S(=O)(=O)N3CCOCC3)cc2)CC1 | 0.55 | 0.2 | i
COCCCNS(=O)(=O)c1ccc2c(c1)OCCO2 | -0.39 | -1.9 | i
Cc1nn(CC(=O)NCc2cccc(F)c2)c(=O)c2cccn12 | 1.3 | -1.5 | i

Complete entries, looked up by structure. Order of screens: Kir21 block | STK33 kinase inh | KCNQ2 block
Profile of Cc1nc2ccc(S(=O)(=O)Nc3ccccc3C)cc2s1 : 0.28 | -0.4 | i
Profile of COC(=O)c1ccc(NC(=S)N2CCC(C(N)=O)CC2)cc1 : -0.33 | -0.4 | i
Profile of C=CCN(CC=C)CCOc1cccc(Oc2ccccc2)c1 : 0.91 | -0.7 | i
Profile of Cc1ccccc1CSCCNC(=O)COc1ccc(Cl)cc1 : -3.1 | -0.3 | -8.6*

Next results follow:
SMILES | Kir21 block | STK33 kinase inh | KCNQ2 block
COC(=O)c1c(NC(=O)c2ccco2)sc2c1CCN(C(C)C)C2 | 1.4 | -1.1 | i
COc1ccc(-c2cc(C(=O)Nc3c(C)n(C)n(-c4ccccc4)c3=O)c3ccccc3n2)cc1OC | -0.48 | -0.3 | i
CN(C)S(=O)(=O)c1cccc(COC(=O)C2=COCCO2)c1 | 0.07 | -3.6 | i
On1c(-c2ccccc2)nc2ccc(Cl)cc21 | -0.37 | -4.1 | i
CC(C)CNC(=O)CSc1nc(-c2cccs2)cc(C(F)(F)F)n1 | -0.07 | -0.7 | i
COc1ccc(S(=O)(=O)N2CCCC(C(=O)NCCc3ccccc3)C2)cc1 (stereo not given) | 0.16 | -0.9 | i
COc1ccc(C2=NOC(C(=O)NCc3ccco3)C2)cc1OC (stereo not given) | -0.67 | -1.9 | i
Cc1cc(C)cc(NC(=O)CCn2ccnc2C)c1 | 0.01 | . | i
CCC(=O)N(Cc1ccccc1)c1ccccn1 | -0.18 | -0.9 | i
O=C(NCCNC(=O)c1ccc(Cl)cc1Cl)c1ccco1 | -0.26 | -1.1 | i
CSc1nc(N(C)NC(=O)c2ccccc2)c2ccccc2n1 | 0.39 | 1.1 | i
CC(C)CNC(=O)c1noc2c1CCCC2 | 1.7 | -0.6 | i
CN(C)/C=C/C(=O)/C=C/c1ccc(Cl)cc1Cl | 1.3 | -0.7 | i
Cc1ccc(C(=O)NCc2ccccc2F)cc1S(=O)(=O)N1CCCC1 | -0.92 | -0.2 | i
CN1C(=O)NC(c2ccccc2)C2=C1CN(c1cccc(C(F)(F)F)c1)C2=O (stereo not given) | 1.7 | -0.7 | i
O=C(CCCN1C(=O)/C(=C/c2cccs2)SC1=S)Nc1cccc(C(=O)O)c1 | 1.8 | -0.3 | i
CCOc1cccc2c1OC1(C)CC2NC(=O)N1c1ccc(OC)cc1 (stereo not given) | 0.72 | 3.0 | i
CCOC(=O)c1ccc(N2C(=O)CC(NC3CCN(C(=O)c4ccc(F)cc4)CC3)C2=O)cc1 (stereo not given) | -0.01 | 0.6 | -9.5*
CCCCCc1ccc(C2=NNC(=O)CC2)cc1 | 0.91 | -4.7 | i
C=CCNC(=O)c1cccc(NS(=O)(=O)c2ccc(Cl)cc2)c1 | -0.17 | 0.5 | i
CC(=O)c1sc(NC(=O)C2COc3ccccc3O2)nc1C (stereo not given) | -0.11 | 1.8 | i
CCCCN(C(=O)CSc1nnc2ccccn12)c1c(N)n(Cc2ccccc2)c(=O)[nH]c1=O | -1.2 | -1.9 | i
Cc1noc(C)c1COc1ccc(C(=O)N2CCN(S(=O)(=O)c3ccc(Cl)cc3)CC2)cc1 | 0.66 | -0.8 | i
Cc1oc(-c2ccccc2F)nc1CN1CCC(C(=O)NCCC2=CCCCC2)CC1 | -2 | -0.7 | i
COc1ccc(C(=O)N/N=C/c2sc(=O)n(Cc3cccc(C(=O)O)c3)c2Cl)cc1 | -0.78 | 0.9 | i

Looked up above.
STK33 kinase inh, COc1ccc(C2=NOC(C(=O)NCc3ccco3)C2)cc1OC (stereo not given) = -1.9
Kir21 block, COc1ccc(-c2cc(C(=O)Nc3c(C)n(C)n(-c4ccccc4)c3=O)c3ccccc3n2)cc1OC = -0.48
Kir21 block, CC(C)CNC(=O)CSc1nc(-c2cccs2)cc(C(F)(F)F)n1 = -0.07
Kir21 block, CCOC(=O)c1ccc(N2C(=O)CC(NC3CCN(C(=O)c4ccc(F)cc4)CC3)C2=O)cc1 (stereo not given) = -0.01
Kir21 block, O=C(CCCN1C(=O)/C(=C/c2cccs2)SC1=S)Nc1cccc(C(=O)O)c1 = 1.8
Kir21 block, Cc1cc(C)cc(NC(=O)CCn2ccnc2C)c1 = 0.01
STK33 kinase inh, CN(C)/C=C/C(=O)/C=C/c1ccc(Cl)cc1Cl = -0.7

More structures
SMILES | Kir21 block | STK33 kinase inh | KCNQ2 block
Cc1cc(NC(=O)Nc2ccc(F)cc2F)n(C)n1 | 0.59 | -0.6 | i
Cc1ccc(N2CCN(C(=O)C3CCC(=O)N(Cc4ccc(Cl)cc4)C3)CC2)c(C)c1 (stereo not given) | -0.68 | -0.5 | i
COc1ccc(NC(=O)NNC(=O)COc2ccc3ccccc3c2)cc1OC | 1.6 | 1.1 | i
CCCN1C(=O)/C(=C\c2ccncc2)SC1=Nc1ccccc1 | 0.58 | -2.4 | i
COCCCNc1nc2c([nH]1)c(=O)[nH]c(=O)n2C | -0.64 | -0.5 | i
COc1ccc(-n2c(SCC(=O)NCc3ccco3)nc3sc4c(c3c2=O)CCN(C)C4)cc1 | 0 | 0.8 | i
CCN(CC)C1CCN(c2nc3nonc3nc2NCCOC)C1 (stereo not given) | 1.4 | -2.0 | i
O=C(CSc1nccn1Cc1ccco1)Nc1cccc(F)c1 | -0.73 | -0.2 | i
O=C(CCCN1C(=O)/C(=C/c2ccc(F)cc2)SC1=S)NC1CCS(=O)(=O)C1 (stereo not given) | -0.38 | 0.5 | i
CCCNC(=O)CNC(=S)N(Cc1ccccc1F)C1CCCCC1 | -0.23 | -2.1 | i
CC(C)CCN(N=O)[C@@H](Cc1ccccc1)CN(N=O)[C@@H](Cc1ccccc1)CN(C)N=O | 0.72 | -1.4 | i
CC(=O)N1c2c(cc(Br)cc2S(=O)(=O)N2CCN(c3ccccn3)CC2)CC1C (stereo not given) | 0.74 | -0.5 | i
O=C(CC12CC3CC(CC(Br)(C3)C1)C2)NC1CCCC1 | -1.1 | -1.7 | i
CCS(=O)(=O)N1CCN(C(=O)c2cc(OC)cc(OC)c2)CC1 | -0.31 | -0.8 | i
COc1cccc(NC(=O)CNC(=O)c2ccc([N+](=O)[O-])cc2)c1 | 0.99 | -0.8 | i
CCc1nnc(NC(=O)Cc2ccc(OCc3c(C)noc3C)cc2)s1 | 0.36 | -0.4 | i
CCCN(S(=O)(=O)c1ccccc1F)S(=O)(=O)c1ccccc1Br | 0 | -0.8 | i
Cc1c(Cl)cccc1NC(=O)CSc1nnc(C)n1-c1ccccc1 | 0.36 | -1.5 | i
CCN(CC)CCNCc1cc(Cl)c(OCC(=O)Nc2ccccc2)c(OC)c1 | -1.3 | -0.3 | i
CN1CCN(C2=NC(=O)/C(=C/c3cn[nH]c3-c3ccccc3)S2)CC1 | 1.4 | 3.4 | i
CN(Cc1ccco1)C(=O)Cn1nc(-c2ccc(Cl)cc2)ccc1=O | -0.09 | -1.0 | i
O=C(O)c1oc2ccccc2c1CSc1ccc(Cl)cc1 | -1.9 | 0.4 | i
COc1ccc(OCCC(=O)OCC(=O)NCCC2=CCCCC2)cc1 | 0.77 | 1.2 | i
CCOC(=O)C(NCc1ccccc1OC)(NC(=O)CC)C(F)(F)F (stereo not given) | -0.89 | -2.0 | i
CCC(/C=C1\Sc2ccc(OC)cc2N1CC)=C\c1sc2ccc(OC)cc2[n+]1CCCS(=O)(=O)[O-] | 0.02 | 5.2 | i
COc1ccc(CCNc2ncnc3c2nnn3Cc2ccccc2)cc1 | -0.59 | 1.5 | i
NC1=NC2(CCCCCC2)n2c(nc3ccccc32)N1 | -0.35 | -0.3 | i
COc1cc(Cl)c(C)cc1NC(=O)c1ccc2c(c1)OCO2 | -2.1 | 0.0 | i
CCn1c(/N=C/c2ccc(OC)cc2O)nc2ccccc21 | -0.1 | 1.1 | i
